Screens (PubChem BioAssay)
TRHR ag = activates the human TRH receptor; TRHR cells, calcium flux fluo-8, FDSS agonist mode; activation, % at 2 µM; actives 0.18% (n = 360,000); further: 0% is about no effect
Target sequence (P34981 whole entry, looked up): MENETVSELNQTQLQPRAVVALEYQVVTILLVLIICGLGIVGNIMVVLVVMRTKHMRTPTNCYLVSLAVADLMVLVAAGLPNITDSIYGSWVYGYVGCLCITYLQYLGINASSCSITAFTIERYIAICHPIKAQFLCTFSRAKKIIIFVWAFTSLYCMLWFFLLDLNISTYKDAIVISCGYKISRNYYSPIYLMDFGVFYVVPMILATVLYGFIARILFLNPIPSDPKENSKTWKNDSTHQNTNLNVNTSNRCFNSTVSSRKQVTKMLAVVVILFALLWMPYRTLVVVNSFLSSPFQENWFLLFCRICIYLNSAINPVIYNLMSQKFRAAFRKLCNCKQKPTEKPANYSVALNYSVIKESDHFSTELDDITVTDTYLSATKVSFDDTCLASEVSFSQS
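Agonist-mode FDSS calcium read (Ex 480/Em 530, 1 s cycles) in 1536-well TRHR cells with fluo-8 dye, after 10-cycle baseline and 23 nL compound addition; TRH at EC20 (10 nM final) added afterwards for the enhancer phase.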
D2 antag = antagonizes the human D2 dopamine receptor. P14416. actives 2% (n = 340,000). inhibition, % at 10 µM. HEK293 TREx D2 cells, calcium flux, dopamine EC80; in the data active means inhibition above about 30%; further: 0% is about no effect
Target sequence (P14416 whole entry, looked up): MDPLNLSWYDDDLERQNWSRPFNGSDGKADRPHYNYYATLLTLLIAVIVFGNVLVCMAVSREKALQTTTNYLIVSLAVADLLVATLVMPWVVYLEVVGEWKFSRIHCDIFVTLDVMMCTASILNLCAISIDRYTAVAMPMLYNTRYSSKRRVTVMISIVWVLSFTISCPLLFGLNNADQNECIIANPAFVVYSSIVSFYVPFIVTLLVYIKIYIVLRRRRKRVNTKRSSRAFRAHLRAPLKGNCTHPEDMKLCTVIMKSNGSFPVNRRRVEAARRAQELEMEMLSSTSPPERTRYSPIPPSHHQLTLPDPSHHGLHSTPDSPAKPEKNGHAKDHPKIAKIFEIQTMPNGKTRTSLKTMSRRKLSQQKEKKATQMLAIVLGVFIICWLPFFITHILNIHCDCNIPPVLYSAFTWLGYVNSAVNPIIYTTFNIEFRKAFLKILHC
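Measurement of antagonist activity uses fluorescent calcium dye in inducible HEK293 T-REx D2 cells: 10 s baseline, compound addition with 180 s read, EC80 dopamine addition with a further 180 s read.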
D2 agonist = D2 dopamine receptor (human) agonism. HEK293 T-REx D2 cells, calcium flux agonist mode. activation, % at 2 µM. actives 0.53% (n = 340,000). AID 485358;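 active means activation over 3 SD above normal in the single-dose calcium agonist read, cut at about 30% in these data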; further: 0% is about no effect
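HEK293 Trex D2 cells, tetracycline-induced, o/n 30 C 5% CO2; no-wash Ca dye, RT 30–90 min; 10-cycle baseline, 23 nl cpd added, kinetic Ca read 180 s; agonist hits = positive Ca response.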
D1 potentiator = human D1 dopamine receptor positive modulation. actives 0.036% (n = 360,000). AID 504651. potentiation, % at 10 µM. HEK293 TREx D1 cells, calcium flux, dopamine EC20 potentiation; in the data active means potentiation above about 30%; further: 0% is about no effect
D2 potentiator = D2 dopamine receptor (human) potentiation; HEK293 T-REx D2, calcium flux, EC20 dopamine potentiation; potentiation, % at 10 µM; actives 0.34% (n = 340,000);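 active means potentiation over 3 SD above the plate norm, cut at about 30% in these data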; further: 0% is about no effect
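Calcium flux readout, no-wash dye, 1 read/s. Inducible HEK293 Trex D2 line, overnight 30 C. Compound alone 180 s (agonist flags), then EC20 dopamine, another 180 s to score potentiation.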
D1 agonist = agonists of human D1 dopamine receptor; actives 1% (n = 360,000); P21728; HEK293 T-REx D1 cells, calcium flux, agonist mode; activation, % at 2 µM; further: 0% is about no effect
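Tetracycline-induced HEK293 TREx D1 cells, force-coupled to calcium signalling, were dye-loaded with a no-wash calcium kit. Compound was pin-added after a 10 s baseline. Fluorescence was read kinetically at 1 cycle/s for 180 s, with calcium rises flagged as agonism.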
RXFP1 antag = blocks the human relaxin receptor RXFP1 | Q9HBX9 | HEK293-RXFP1, relaxin-stimulated cAMP HTRF, 30 min; stronger effect = lower value | activity change, negative = inhibition, % at 57.5 µM | actives 0.59% (n = 350,000) | AID 1259400;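 active means activity change of -60% or lower, but not beyond a set lower limit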; further: on the % scale 0 is the no-effect control and ±100 the full control effect
TRHR enhancer = allosteric enhancers of human TRH receptor | actives 0.66% (n = 360,000) | enhancement, % at 2 µM | AID 493056 | TRHR cells, fluo-8 calcium fluorescence, EC20 TRH enhancement; in the data active means enhancement above about 30%; further: 0% is about no effect
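Enhancer read-out: after compound pinning and an initial kinetic agonist-mode read, an EC20 of TRH (10 nM final) was injected and fluo-8 calcium signal (Ex 480/Em 530) followed at 1 s/cycle for 100 cycles in TRHR-expressing cells.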
D1 antagonist = blocks dopamine activation of the human D1 receptor; activity change, negative = inhibition, % at 10 µM; actives 3.2% (n = 360,000); HEK293 TREx D1 cells, calcium flux, dopamine EC80; stronger effect = lower value; AID 504652; in the data active means activity change below about -30%; further: on the % scale 0 is the no-effect control and ±100 the full control effect
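Inducible Hek293 Trex D1 cells (tetracycline, overnight, 30 C). Calcium dye 30–90 min RT. Antagonist mode: EC80 dopamine added after 180 s compound read.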
* marks the source's active call; other numbers are inactive results. Unless noted, no stated cut-off is given here; in the data, active means activation above about 30%; inactive means the rest.

For Fc1ccccc1/C=C1\CCCC2=C1Nc1ncnn1C2c1ccccc1F (stereo not drawn) the results were TRHR ag -1.0, D2 antag -3.6, D2 agonist 0.7, D1 potentiator -5.6, D2 potentiator 20.5, D1 agonist 2.6, TRHR enhancer 11.8 and D1 antagonist -15.9.
COc1ccc(Cl)cc1NC(=O)CCN1C(=O)NC(C)(C)C1=O was read as TRHR ag -0.2, D2 antag 2.0, D2 agonist 0.2, D1 potentiator -0.3, D2 potentiator 3.4, D1 agonist 2.5, RXFP1 antag 12.9, TRHR enhancer 9.1 and D1 antagonist -25.4.
`O=C(NC1CCN(c2ncccn2)CC1)c1ccccc1Cl` gave TRHR ag -1.6, D1 potentiator 10.2, D2 potentiator -5.7, D1 agonist 1.8, RXFP1 antag -0.9, TRHR enhancer -0.2 and D1 antagonist -4.6.
Screening CCCCCCCN1CCC(=O)N([C@H](CO)c2ccccc2)CC1 returned TRHR ag 1.1, D2 antag 13.3, D2 agonist 0.4, D1 potentiator -0.9, D2 potentiator -6.2, D1 agonist 0.7, TRHR enhancer 0.6 and D1 antagonist 8.1.
`COc1ccccc1-c1noc2ncnc(Nc3cccc(C)c3)c12` gave TRHR ag -1.4, D2 antag -9.4, D2 agonist -0.4, D1 potentiator -1.5, D2 potentiator 9.4, D1 agonist 1.0, TRHR enhancer -9.9 and D1 antagonist -18.9.
Screening Cc1noc(C(=O)Nc2c(C)nn(Cc3ccccc3)c2C)c1Cl returned TRHR ag -0.1, D2 antag 3.8, D2 agonist 0.5, D1 potentiator -5.7, D2 potentiator 11.0, D1 agonist 0.6, TRHR enhancer 3.1 and D1 antagonist -51.0*.
`O=C1CC(c2ccccc2Oc2cccc(Cl)c2)C(n2cncn2)C(=O)C1C1NCCc2ccccc21` (stereo not drawn) gave TRHR ag -1.0, D2 antag 16.6, D2 agonist -1.8, D1 potentiator 1.6, D2 potentiator 4.7, D1 agonist 7.9, RXFP1 antag -21.7, TRHR enhancer -4.2 and D1 antagonist -1.6.
`O=[N+]([O-])c1ccc(/C=N/NC(=S)Nc2ccccc2C(F)(F)F)o1` gave TRHR ag 0.5, D2 antag -0.3, D2 agonist -0.6, D1 potentiator -5.8, D2 potentiator -8.8, D1 agonist 0.9, RXFP1 antag -5.4, TRHR enhancer 0.5 and D1 antagonist -18.9.
`CCN(CC)CCNC(=O)C1c2ccccc2C(=O)N(CCOC)C1c1ccc(F)cc1` (stereo not drawn) gave TRHR ag 0.4, D2 antag 15.6, D2 agonist 0.9, D1 potentiator 3.6, D2 potentiator -3.6, D1 agonist -0.1, RXFP1 antag -10.1, TRHR enhancer -5.9 and D1 antagonist 13.8.
Screening COc1ccc(NC(=O)c2cc([N+](=O)[O-])ccc2N2CCCC2)cc1S(N)(=O)=O returned TRHR ag 0.2, D2 antag 5.5, D2 agonist 0.8, D1 potentiator -2.8, D2 potentiator 13.4, D1 agonist 3.1, RXFP1 antag -3.2, TRHR enhancer 2.0 and D1 antagonist 11.2.
Screening Cc1ccc(OC(=O)Nc2ccccc2)cc1 returned TRHR ag 0.1, D2 antag 1.4, D2 agonist 1.4, D1 potentiator -3.4, D2 potentiator -9.0, D1 agonist 1.0, RXFP1 antag -0.7, TRHR enhancer -3.4 and D1 antagonist -17.8.
`Brc1cnc(N2CCCCC2)nc1N1CCOCC1` gave TRHR ag 0.7, D2 antag -5.4, D2 agonist 0.6, D1 potentiator 6.6, D2 potentiator -2.5, D1 agonist 5.4, RXFP1 antag -1.7, TRHR enhancer 0.7 and D1 antagonist -0.7.
`Cc1cccc(N2CCN(C(=O)Cn3ncc4c5ccccc5n(C)c4c3=O)CC2C)c1` (stereo not drawn) gave TRHR ag -0.6, D2 agonist 0.6, D1 potentiator 4.2, D2 potentiator -3.1, D1 agonist -1.9, RXFP1 antag 5.2, TRHR enhancer 14.3 and D1 antagonist -5.8.
`O=C(c1cnn(-c2ccccc2)c1)c1cc(F)ccc1O` gave TRHR ag -0.2, D2 antag 16.6, D2 agonist -0.7, D1 potentiator -2.7, D2 potentiator 6.5, D1 agonist 1.6, RXFP1 antag -26.0, TRHR enhancer -2.8 and D1 antagonist -0.6.
Screening CC(=O)c1ccc(NC(=O)N[C@@H](CC(C)C)C(=O)O)cc1 returned TRHR ag 0.2, D2 antag -10.9, D2 agonist -0.3, D1 potentiator -2.6, D2 potentiator -8.2, D1 agonist 2.5, RXFP1 antag -4.2, TRHR enhancer -4.8 and D1 antagonist -27.3.
For Cn1ccc(NC(=O)Nc2cccc([N+](=O)[O-])c2)n1 the results were TRHR ag 2.5, D2 antag 3.3, D2 agonist -0.1, D1 potentiator -6.7, D2 potentiator -10.6, D1 agonist 13.2, RXFP1 antag -4.2, TRHR enhancer -1.6 and D1 antagonist 0.7.
Screening O=C(NCc1ccccc1)C(c1ccco1)N(C(=O)c1cnccn1)c1ccc(F)cc1 (stereo not drawn) returned TRHR ag 0.1, D2 antag 1.8, D2 agonist 0.1, D1 potentiator -1.9, D2 potentiator 4.6, D1 agonist -1.1, RXFP1 antag -11.0, TRHR enhancer -5.9 and D1 antagonist -15.6.
For O=C(COc1cc2oc(=O)cc(-c3ccccc3)c2cc1Cl)NCC1CCC(C(=O)O)CC1 (stereo not drawn) the results were TRHR ag -0.1, D2 antag -25.4, D2 agonist -0.1, D1 potentiator -3.1, D2 potentiator 11.1, D1 agonist 2.7, RXFP1 antag 2.3, TRHR enhancer 4.7 and D1 antagonist -23.3.
For NCCCCCC(=O)Nc1ccncc1 the results were TRHR ag 0.4, D2 antag -3.1, D2 agonist 0.9, D1 potentiator 1.1, D2 potentiator -5.9, D1 agonist 3.1, RXFP1 antag -19.9, TRHR enhancer 3.0 and D1 antagonist -9.6.
For COc1cccc(OC)c1C(=O)Nc1ccc(Br)c(C(=O)c2ccccc2)c1 the results were TRHR ag 0.3, D2 antag -5.9, D2 agonist -0.4, D1 potentiator -3.4, D2 potentiator -0.2, D1 agonist 3.0, RXFP1 antag 1.9, TRHR enhancer -6.6 and D1 antagonist -6.7.
Screening CCOc1ccc(-c2c(C(=O)N/N=C(\C)c3ccco3)nnn2-c2nonc2N)cc1 returned TRHR ag -0.1, D2 antag 7.5, D2 agonist 1.7, D1 potentiator 6.8, D2 potentiator 13.1, D1 agonist 23.9, RXFP1 antag -15.1, TRHR enhancer 10.6 and D1 antagonist 50.6.
`O=C(CCCn1cnc([N+](=O)[O-])n1)Nc1cc(Cl)ccc1O` gave TRHR ag 1.0, D1 potentiator -7.5, D2 potentiator -8.2, D1 agonist 0.4, RXFP1 antag -3.0, TRHR enhancer 9.8 and D1 antagonist -2.9.
`COc1ccc([C@H]2CC(=O)C=C(c3cccc(Cl)c3)C2)cc1` gave TRHR ag 0.6, D2 antag -11.3, D2 agonist -0.1, D1 potentiator -2.8, D2 potentiator -27.4, D1 agonist 9.3 and TRHR enhancer -5.8.
For CCOC(=O)N1CCN(S(=O)(=O)N2CCCC(C(=O)NCc3ccccc3Cl)C2)CC1 (stereo not drawn) the results were TRHR ag -0.1, D2 antag 4.5, D2 agonist -0.9, D1 potentiator -5.6, D2 potentiator 8.3, D1 agonist 2.0, RXFP1 antag 5.0, TRHR enhancer -4.3 and D1 antagonist -23.7.

Entries shown so far that contain a furan ring, fused or not (3):
`O=[N+]([O-])c1ccc(/C=N/NC(=S)Nc2ccccc2C(F)(F)F)o1` gave TRHR ag 0.5, D2 antag -0.3, D2 agonist -0.6, D1 potentiator -5.8, D2 potentiator -8.8, D1 agonist 0.9, RXFP1 antag -5.4, TRHR enhancer 0.5 and D1 antagonist -18.9.
Screening O=C(NCc1ccccc1)C(c1ccco1)N(C(=O)c1cnccn1)c1ccc(F)cc1 (stereo not drawn) returned TRHR ag 0.1, D2 antag 1.8, D2 agonist 0.1, D1 potentiator -1.9, D2 potentiator 4.6, D1 agonist -1.1, RXFP1 antag -11.0, TRHR enhancer -5.9 and D1 antagonist -15.6.
Screening CCOc1ccc(-c2c(C(=O)N/N=C(\C)c3ccco3)nnn2-c2nonc2N)cc1 returned TRHR ag -0.1, D2 antag 7.5, D2 agonist 1.7, D1 potentiator 6.8, D2 potentiator 13.1, D1 agonist 23.9, RXFP1 antag -15.1, TRHR enhancer 10.6 and D1 antagonist 50.6.

New compounds follow
Screening CCC(C)NC(=O)Cn1c(=O)n(Cc2ccc(C(=O)NCCCOC)cc2)c(=O)c2ccccc21 (stereo not drawn) returned TRHR ag 0.2, D2 agonist -0.3, D1 potentiator 1.5, D2 potentiator 4.2, D1 agonist 0.7, TRHR enhancer 1.8 and D1 antagonist -15.7.
For Cc1ccc(CNC(=O)c2ccc(NC(=O)c3nsc4ccccc34)cc2)cc1 the results were TRHR ag 0.1, D2 agonist 0.6, D1 potentiator -1.6, D2 potentiator -5.4, D1 agonist 3.7, RXFP1 antag -12.2, TRHR enhancer -9.2 and D1 antagonist 8.4.
`COc1ccccc1NC(C)=[N+](C)CCNS(=O)(=O)c1ccc(Cl)cc1` gave TRHR ag -0.5, D2 antag 11.3, D2 agonist -0.1, D1 potentiator -7.2, D2 potentiator -11.0, D1 agonist 3.3, RXFP1 antag -2.1, TRHR enhancer 2.7 and D1 antagonist -22.5.
Screening COCCNC(=O)[C@@H]1CCCN1C(=O)C1CCN(S(=O)(=O)c2ccc(C)cc2)CC1 returned TRHR ag 0.8, D2 antag 15.1, D2 agonist 0.2, D1 potentiator -6.2, D2 potentiator -8.3, D1 agonist 2.3, RXFP1 antag 25.2, TRHR enhancer 0.5 and D1 antagonist 16.1.
Clc1cccc(-n2ncc3c(NC4CCCCC4)ncnc32)c1 was read as TRHR ag 0.0, D2 agonist -0.8, D1 potentiator 0.1, D2 potentiator 13.1, D1 agonist -1.3, RXFP1 antag -70.3*, TRHR enhancer 3.3 and D1 antagonist 37.9.
Screening S=C(NCCCN1CCOCC1)NC1CCCC1 returned TRHR ag -0.3, D2 antag -7.1, D2 agonist -0.4, D1 potentiator 0.7, D2 potentiator 7.7, D1 agonist 1.3, RXFP1 antag -18.2, TRHR enhancer -1.0 and D1 antagonist 4.9.
O=C(OC(C(=O)c1c[nH]c2ccccc12)c1ccccc1)c1cnccn1 (stereo not drawn) was read as TRHR ag 1.2, D2 antag -2.4, D2 agonist 0.9, D1 potentiator 2.1, D2 potentiator -1.5, D1 agonist 12.7, RXFP1 antag 2.6, TRHR enhancer 1.1 and D1 antagonist -15.0.
Screening COc1ccccc1N1CCN(C(=O)CCc2c[nH]c3ccccc23)CC1 returned TRHR ag -0.6, D2 antag 44.5*, D2 agonist -0.1, D1 potentiator 0.2, D2 potentiator 5.1, D1 agonist 3.4, RXFP1 antag -5.1, TRHR enhancer -0.5 and D1 antagonist -38.4*.
For CCOC(=O)CNC(=O)C(CC(N)=O)NC(=O)OC(C)(C)C (stereo not drawn) the results were TRHR ag 0.5, D2 antag -6.8, D2 agonist 1.1, D1 potentiator -0.6, D2 potentiator -1.0, D1 agonist 2.5, RXFP1 antag 3.8, TRHR enhancer -1.4 and D1 antagonist 2.8.
